Bioassay records deposited in PubChem by several laboratories.
Rac1 GTP hydrolysis = MgcRacGAP GTPase-activating activity inhibitors, confirmation, biochemical, ADP Hunter fluorescence; MgcRacGAP-stimulated Rac1 GTP hydrolysis, ADP Hunter fluorescence; higher % means a stronger effect; GST-tagged Rac1 F28L mutant substrate; one-dose inhibition, % at 30 µM; IC50 in µM for titrated hits; 340,000 tested, 0.6% active; AID 624330;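 active = first-screen hits whose inhibition reached a set limit at any dose in the follow-up dose series; inconclusive = inhibition above the set first-screen limit but never retested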;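 also: fluorescence reports GDP produced by GAP-driven GTP hydrolysis; strong numbers were not always called active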
LYP inhibition = PTPN22 lymphoid phosphatase activity blockers – biochemical, fluorescence intensity, uHTS (AID 1779) | inhibition, % at 11.5 µM, or IC50 in µM where a hit was titrated | 290,000 tested, 0.054% active | recombinant LYP phosphatase, fluorescence intensity; higher % means a stronger effect; in the data active = inhibition above about 50%;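 also: plate controls were vehicle with enzyme for no effect and no enzyme for full effect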
GPR35 antagonists = inhibition of zaprinast-stimulated GPR35 beta-arrestin translocation – imaging, U2OS, beta-arrestin-GFP, zaprinast agonist, primary screen (AID 2058) | U2OS GPR35 beta-arrestin-GFP translocation imaging, zaprinast antagonism; higher % means a stronger effect | inhibition, % at 10 µM, or IC50 in µM where a hit was titrated | 290,000 tested, 0.052% active;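 active = inhibition of at least 50% with at least 30 cells and total cytoplasm GFP at most 10,000,000; inconclusive = under 30 cells or total GFP of 10,000,000 plus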
Dengue-2 NS5 capping = flavivirus cap methylation enzyme inhibition – biochemical, confirmation dose response, primary screen (AID 588689); 340,000 tested, 0.3% active; inhibition, % at 25 µM; hits with a dose series show IC50 in µM; Dengue-2 NS5 methyltransferase capping enzyme assay, biochemical; higher % means a stronger effect; in the data active = a potency from the dose series; inconclusive = inhibition above about 29% without an active follow-up result
West Nile virus CPE = West Nile virus antiviral activity, cell-based, CPE readout (AID 1621); West Nile virus-infected cells, CPE inhibition; higher % means a stronger effect; CPE inhibition, % at 10 µM, or IC50 in µM where a hit was titrated; 290,000 tested, 0.02% active; in the data active = a potency from the dose series; inconclusive = CPE inhibition mostly from about 3.7% at the one dose, without a potency; inactive = the rest, 99 in 100 with CPE inhibition below about 2.2%; also: strong numbers were not always called active
ER stress rescue = rescue of cells from ER stress-induced death, primary screen, 384-well, CSM14.1, thapsigargin, ATP luminescence (AID 1222). CSM14.1 thapsigargin-induced death rescue, ATP luminescence; higher % means a stronger effect. cellular ATP content (survival), % at 20 µM; hits with a dose series show EC50 in µM. 190,000 tested, under 10 active;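 active = EC50 below 50 µM in the dose-response confirmation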;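 also: death triggered by thapsigargin at about 15 µM added after 2 h compound pretreatment; cell ATP read after overnight thapsigargin exposure of roughly 18 to 22 hours; normalized against plate controls of thapsigargin alone and 5% DMSO vehicle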
PhoP inhibition = inhibitors of PhoP regulon expression, primary screen, Salmonella Typhimurium, GFP reporter (AID 1863). inhibition, % at 50 µM, or IC50 in µM where a hit was titrated. S. Typhimurium PhoP-regulated promoter GFP reporter, 4 h; higher % means a stronger effect. 300,000 tested, 0.16% active;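 active = inhibition over 29.93%, a cutoff 3 SD above the screen mean, later confirmed by dose response; inconclusive = inhibition over 29.93% but no dose response follow-up; inactive = inhibition at most 29.93% or unconfirmed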;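 also: 0% = low Mg2+ inducing control and 100% = high Mg2+ repressing control; strong numbers were not always called active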
SV40 large T antigen = TAg ATPase/helicase activity blockers – biochemical (AID 1903) | one-dose inhibition, % at 20 µM; IC50 in µM for titrated hits | SV40 large T antigen ATPase/helicase inhibition assay; higher % means a stronger effect | 310,000 tested, 0.39% active; in the data active = a potency from the dose series; inconclusive = inhibition mostly from about 32% at the one dose, without a potency; inactive = the rest, 99 in 100 with inhibition below about 32%; also: strong numbers were not always called active
RSV antiviral HEp-2 = RSV antiviral activity via CPE protection, HEp-2 cells, primary 10 µM value included (AID 2391); HEp-2 cells, RSV-induced CPE inhibition; higher % means a stronger effect; CPE inhibition, % at 10 µM, or IC50 in µM where a hit was titrated; 310,000 tested, 0.13% active; in the data active = a potency from the dose series; inconclusive = CPE inhibition mostly from about 23% at the one dose, without a potency; inactive = the rest, 99 in 100 with CPE inhibition below about 21%; also: strong numbers were not always called active
Dengue-2 NS5 capping pilot replicate = second read-out of Dengue-2 NS5 capping, no call of its own (marks repeat the call); inhibition, %; measured here: pilot screen replicate inhibition
The depositor's hits bear a star; ? = inconclusive; nt = no result given.

SMILES	Rac1 GTP hydrolysis	LYP inhibition	GPR35 antagonists	Dengue-2 NS5 capping	West Nile virus CPE	ER stress rescue	PhoP inhibition	SV40 large T antigen	RSV antiviral HEp-2	others
O=C1COc2ccc(C(=O)COc3ccc([N+](=O)[O-])cc3)cc2N1	4%	3%	5%	-5%	0.8%	nt	10%	14%	-0.6%
COC(=O)c1cc(-c2ccc(Cl)cc2)n(-c2ccc(S(N)(=O)=O)cc2)n1	5%	0%	-12%	-4%	-1.2%	nt	-5%	4%	1.4%
Cc1noc(NS(=O)(=O)c2ccc(NC(=O)C(Cl)(Cl)Cl)cc2)c1C	5%	-16%	1%	-3%	0.0%	nt	1%	6%	-0.1%
COc1ccc(-c2c(O)c(C#N)c(-c3ccccc3)n(-c3ccc(OC)cc3)c2=O)cc1	11%	-12%	10%	0%	0.1%	-2.3%	-6%	15%	2.8%
Cc1nn(C)c(C)c1NC(=O)/C(C#N)=C\N(C)C	6%	-3%	10%	-4%	-0.2%	nt	1%	10%	0.3%
Cc1cc(C(=O)OCC(=O)Nc2ccccc2[N+](=O)[O-])c2ccccc2n1	12%	4%	2%	1%	-0.6%	-1.5%	-3%	4%	1.5%
COc1ccc(C(=O)CCC(=O)Nc2cc(Cl)c(O)c(Cl)c2)cc1	118µM*	-7%	-13%	5%	-1.6%	nt	-2%	30%	3.3%
CN1CCN(C(CNC(=O)C(=O)NC2CCCC2)c2ccc(F)cc2)CC1 (centres undefined)	0%	nt	nt	-1%	nt	nt	-2%	21%	-2.6%
COCc1nc2ccccc2n1Cc1ccccc1C	1%	-4%	10%	0%	-0.6%	0.4%	-8%	3%	-0.9%
Cc1ccc(-n2c(C)nc3ccsc3c2=O)cc1	3%	nt	nt	7%	nt	nt	nt	5%	4.3%
COCC(=O)Nc1ccc(Br)cc1	7%	-3%	-12%	1%	0.1%	-4.6%	0%	4%	1.1%
O=C(Nc1ccc(N2CCN(C(=O)c3ccccc3)CC2)cc1)c1cccnc1	4%	-5%	3%	15%	-0.9%	nt	-3%	3%	3.9%
NC(=O)c1ccsc1NC(=O)COC(=O)Cc1n[nH]c(=O)c2ccccc12	-3%	nt	nt	1%	nt	nt	10%	1%	-1.0%
Cc1oc(-c2ccccc2)nc1C(=O)O	5%	2%	5%	0%	0.8%	1.7%	2%	18%	0.2%
Cc1c(C)n(CC(O)CN(CCO)CCO)c2ccccc12 (centres undefined)	6%	-6%	-5%	-2%	0.3%	-2.7%	-4%	6%	-0.4%
CC(C)C1CC(c2csc(N)n2)CCO1 (centres undefined)	-3%	-4%	6%	1%	0.0%	-0.9%	8%	6%	1.0%
O=C(c1ccc(S(=O)(=O)N2CCOCC2)cc1)N(c1ccccc1)C1C=CS(=O)(=O)C1 (centres undefined)	-4%	-4%	-1%	0%	0.1%	-0.8%	1%	16%	0.4%
O=C(CSc1nnc(-c2ccc(Cl)cc2)n1CC1CCCO1)NC1CCS(=O)(=O)C1 (centres undefined)	-2%	-3%	-5%	2%	-0.5%	-2.8%	-8%	5%	1.7%
COc1cccc(C(=O)Nc2ncc3c(n2)CC(C)(C)CC3=O)c1	8%	-7%	2%	-6%	0.1%	-0.9%	-6%	6%	2.3%
CCCC(=O)Nc1ccccc1N1CCN(C(=O)C(C)C)CC1	5%	-10%	4%	3%	-0.1%	-0.8%	-1%	3%	0.0%
CCCC(=O)Nc1ccc(NC(=O)c2ccccn2)cn1	5%	-6%	-1%	3%	-0.4%	-1.4%	-7%	0%	0.7%
COc1ccc(N(CC(=O)Nc2cc(Cl)ccc2OC)S(=O)(=O)c2c(C)noc2C)cc1	3%	-1%	-4%	2%	1.7%	-0.4%	4%	-4%	0.9%	Dengue-2 NS5 capping pilot replicate=0.1
CN1CCN(/N=C/c2ccc(-c3ccccc3)cc2)CC1	13%	-5%	-10%	4%	-0.7%	-2.0%	-2%	-2%	-0.1%
Cc1ccc(N2C(=O)[C@@H]3C(c4cccnc4)=NO[C@@H]3C2=O)c(C)c1	5%	-7%	-9%	7%	0.5%	nt	-13%	6%	1.5%
CC(NC(=O)c1cc(-c2ccc(Br)cc2)on1)c1ccccc1 (centres undefined)	10%	-8%	-4%	-14%	?	-1.6%	-22%	1%	2.6%
O=C(Nc1nnc(COc2ccccc2)s1)c1ccco1	-2%	-10%	0%	2%	0.2%	-0.8%	1%	3%	-0.3%
COc1ccc2nc(NC(=O)Cn3cnc4c(=O)n(C)c(=O)n(C)c43)sc2c1	4%	-5%	7%	-1%	0.1%	nt	-14%	11%	0.4%
Cn1c(=O)cc(N2CCN(C(=O)c3ccco3)CC2)[nH]c1=O	8%	-3%	7%	-4%	0.1%	-2.5%	-2%	-1%	1.7%
COc1ccccc1OCCn1c(=S)[nH]c2ccccc21	5%	-2%	-2%	-1%	-0.5%	nt	2%	9%	1.9%	Dengue-2 NS5 capping pilot replicate=-6.4
O=C(NCc1ccccc1)C1=C[C@H](C2CCCCC2)C[C@H](OCc2ccc(CO)cc2)O1	11%	2%	-13%	-2%	-0.3%	0.1%	0%	-2%	1.1%
CCOC(=O)c1c(NC(=O)C2CC=CCC2C(=O)O)sc(C)c1CC (centres undefined)	8%	-8%	21%	4%	0.6%	0.7%	0%	12%	-1.1%
Oc1cccc(NC(=S)Nc2ccc(SC(F)F)cc2)c1	-3%	1%	-17%	1%	-0.6%	-1.2%	-1%	16%	1.7%
CCOC(=O)N1CCN(C(=O)CSc2nnc(-c3cc(OC)cc(OC)c3)o2)CC1	6%	2%	-6%	4%	-0.3%	-1.5%	-9%	17%	0.3%
COc1cccc(N2CCN(S(=O)(=O)c3ccc(-c4cnc(C5CC5)o4)cc3)CC2)c1	10%	2%	8%	5%	0.7%	nt	-4%	15%	2.8%
CCc1cccc(NC(=O)CN(C)S(=O)(=O)c2cccc3cccnc23)c1	5%	-7%	15%	-8%	-0.2%	nt	3%	24%	4.8%
NNC(=O)Cn1c(SCc2ccccc2)nc2ccccc21	4%	-9%	4%	-4%	0.2%	-1.2%	23%	-2%	1.4%

Six structures already listed, sorted by length of the SMILES, largest number first:
SMILES	Rac1 GTP hydrolysis	LYP inhibition	GPR35 antagonists	Dengue-2 NS5 capping	West Nile virus CPE	ER stress rescue	PhoP inhibition	SV40 large T antigen	RSV antiviral HEp-2	others
CCc1cccc(NC(=O)CN(C)S(=O)(=O)c2cccc3cccnc23)c1	5%	-7%	15%	-8%	-0.2%	nt	3%	24%	4.8%
CCOC(=O)c1c(NC(=O)C2CC=CCC2C(=O)O)sc(C)c1CC (centres undefined)	8%	-8%	21%	4%	0.6%	0.7%	0%	12%	-1.1%
CC(NC(=O)c1cc(-c2ccc(Br)cc2)on1)c1ccccc1 (centres undefined)	10%	-8%	-4%	-14%	?	-1.6%	-22%	1%	2.6%
Oc1cccc(NC(=S)Nc2ccc(SC(F)F)cc2)c1	-3%	1%	-17%	1%	-0.6%	-1.2%	-1%	16%	1.7%
COc1ccccc1OCCn1c(=S)[nH]c2ccccc21	5%	-2%	-2%	-1%	-0.5%	nt	2%	9%	1.9%	Dengue-2 NS5 capping pilot replicate=-6.4
O=C(Nc1nnc(COc2ccccc2)s1)c1ccco1	-2%	-10%	0%	2%	0.2%	-0.8%	1%	3%	-0.3%

Going on with the list.
SMILES	Rac1 GTP hydrolysis	LYP inhibition	GPR35 antagonists	Dengue-2 NS5 capping	West Nile virus CPE	ER stress rescue	PhoP inhibition	SV40 large T antigen	RSV antiviral HEp-2	others
Cc1cc(C(=O)NC2CCCc3c2cnn3-c2ccc(C)c(C)c2)nc(C)n1 (centres undefined)	3%	-6%	7%	-6%	-0.1%	nt	-8%	-6%	7.4%
CC(O)CNc1nc2c(c(=O)n(Cc3ccc(Cl)c(Cl)c3)c(=O)n2C)n1C (centres undefined)	-11%	-4%	-8%	2%	-0.4%	nt	-12%	9%	-1.6%
O=S(=O)(NCCN1CCOCC1)c1ccc2c(c1)OCCO2	4%	-1%	24%	-16%	1.1%	-10%	-7%	8%	1.2%
O=C(CCN1CCOCC1)Nc1c(-c2ccccc2)c2cc(Br)ccc2[nH]c1=O	10%	-2%	6%	-3%	-1.1%	-1.7%	5%	15%	-1.4%
CCOc1ccc(C(=O)NCC(c2cccs2)N(C)C)cc1OCC (centres undefined)	5%	1%	-18%	-10%	0.8%	-2.8%	11%	-8%	1.0%
Cc1cc(C(=O)COc2cccnc2[N+](=O)[O-])c(C)n1Cc1ccco1	8%	-4%	12%	-4%	-1.4%	1.9%	2%	29%	7.9%
CN(C(=O)COC(=O)c1ccccc1NCc1ccco1)c1c(N)n(Cc2ccccc2)c(=O)[nH]c1=O	1%	nt	nt	-2%	nt	nt	-8%	18%	-0.4%
COC(=O)c1ccc2c(=O)n(CC3CCCO3)c(SCC(=O)Nc3ccccc3OC)nc2c1 (centres undefined)	3%	-1%	6%	-1%	-0.5%	-1.7%	1%	2%	12%
COc1cccc(N(C(=O)Cn2nnc(-c3ccc(C)o3)n2)C(C(=O)NC(C)(C)C)c2cccs2)c1 (centres undefined)	1%	0%	-15%	-1%	-0.9%	-2.7%	-1%	-6%	-0.6%
Cc1cc(-c2ccccc2)nc(SCc2ccc(C(=O)O)cc2)n1	12%	-2%	8%	3%	0.6%	nt	0%	10%	0.6%	Dengue-2 NS5 capping pilot replicate=0.3
Cn1c(SCC(=O)N2CCCc3ccccc32)nnc1-c1c[nH]c2ccccc12	16%	-11%	-1%	1%	0.8%	-0.9%	2%	nt	4.9%
COc1cc(CNCCc2c[nH]c3ccccc23)ccc1OCc1ccccc1F	2%	-6%	5%	-7%	1.0%	-1.7%	18%	-2%	-3.4%
CC(NC(=O)c1ccccc1NC(=O)c1ccccc1)C(=O)N1CCOCC1 (centres undefined)	10%	-1%	2%	-4%	-0.1%	-1.0%	4%	-3%	3.7%
C/C(=N/NC(=O)CNC(=O)Cc1ccccc1)c1ccco1	8%	-2%	2%	4%	-0.1%	-2.2%	8%	1%	0.9%
O=C(NNS(=O)(=O)c1ccccc1)c1csc(-c2cccnc2)n1	-18%	-7%	11%	7%	-0.4%	nt	-13%	4%	0.9%
CCCCn1c(N)c(N(CCOC)C(=O)COC(=O)C(C)(C)Oc2ccc(Cl)cc2)c(=O)[nH]c1=O	5%	nt	nt	3%	nt	nt	2%	4%	4.0%
